Vc quorum ag: quorum light induction in luxS cqsA deficient V. cholerae; V. cholerae BH1578 lux reporter, luminescence, 6 h; activation, % at 18.7 µM; 350,000 tested, 0.16% active; AID 588436; in the data active = activation mostly above about 9.7%, no sharp cut-off; note: not every result past the cut was called active; inactives centre near 0; reference of the scale not given here
PrPC TRFRET: cell surface PrPC inhibition, primary TR-FRET screen; P04156; TR-FRET read-out; 370,000 tested, 0.43% active; inhibition, % at 13.8 µM; AID 720596; in the data active = inhibition above about 24%; note: 0% = median of the test wells and 100% = reference compound wells
Yp Topo-I inh: inhibitors of Yersinia pestis topoisomerase I. Y. pestis Topo-I cleavage product accumulation, plate reader. activity, % at 10 µM. 360,000 tested, 0.064% active; in the data active = activity above about 50%, passing the limit was not always enough; note: inactives centre near 2
Rv3671c protease: inhibits the M. tuberculosis serine protease Rv3671c; inhibition, % at 5.96 µM; P9WHR9; AID 2606; 320,000 tested, 0.048% active; in the data active = inhibition above about 38%;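 note: extracellular domain of Rv3671c used as enzyme; 0% = enzyme with DMSO and 100% = no enzyme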
Target sequence (P9WHR9 whole entry, looked up, the tested form may be a part): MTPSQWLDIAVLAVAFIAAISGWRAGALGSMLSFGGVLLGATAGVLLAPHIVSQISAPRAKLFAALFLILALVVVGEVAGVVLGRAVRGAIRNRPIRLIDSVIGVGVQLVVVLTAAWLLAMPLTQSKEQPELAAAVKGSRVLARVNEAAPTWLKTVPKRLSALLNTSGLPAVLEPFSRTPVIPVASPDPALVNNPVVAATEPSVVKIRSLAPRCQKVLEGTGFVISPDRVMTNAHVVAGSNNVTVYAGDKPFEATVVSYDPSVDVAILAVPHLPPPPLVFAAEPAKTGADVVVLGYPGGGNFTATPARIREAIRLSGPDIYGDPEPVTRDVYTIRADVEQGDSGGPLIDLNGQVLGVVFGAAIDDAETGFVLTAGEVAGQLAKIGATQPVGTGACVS
TcdB GH inh: TcdB glycohydrolase inhibition; inhibition, % at 9.99 µM; 350,000 tested, 0.24% active; TcdB glycohydrolase enzymatic assay, plate reader; P18177; in the data active = inhibition above about 10%
VHR inh abs: blocks human VHR1 dual specificity phosphatase; P51452; recombinant VHR phosphatase, pNPP absorbance; inhibition, % at 13.3 µM; 290,000 tested, 0.52% active; AID 1654; in the data active = inhibition above about 50%; note: some compounds called inactive have numbers as strong as hits
Target sequence (P51452 whole entry, looked up): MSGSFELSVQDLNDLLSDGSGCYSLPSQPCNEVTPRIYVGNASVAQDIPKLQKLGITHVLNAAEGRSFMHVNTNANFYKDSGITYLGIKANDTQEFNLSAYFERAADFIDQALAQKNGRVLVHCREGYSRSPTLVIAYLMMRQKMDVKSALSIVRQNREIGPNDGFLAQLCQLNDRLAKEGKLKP
CCHFV vOTU inh: blocks the CCHF virus ovarian tumor domain protease. CCHFV vOTU protease, Pep-AMC fluorescence. inhibition, % at 11.5 µM. 370,000 tested, 0.55% active. AID 651958; in the data active = inhibition above about 30%; note: 0% = vehicle wells with enzyme and 100% = no enzyme wells
MazF activator: MazEF (E. coli) toxin RNase activation; P0AE70; FAM/BHQ RNA-DNA oligo cleavage fluorescence, 5 h; activation, % at 20 µM; 350,000 tested, 0.32% active; AID 504720; in the data active = activation above about 50%
Target sequence (P0AE70 whole entry, looked up): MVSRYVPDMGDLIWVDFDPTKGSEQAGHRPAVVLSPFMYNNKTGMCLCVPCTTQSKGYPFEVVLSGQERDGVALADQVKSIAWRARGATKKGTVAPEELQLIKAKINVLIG
3CLpro inhibitor: SARS-CoV 3CLpro protease inhibition; recombinant SARS-CoV 3CLpro, quenched FRET peptide cleavage; inhibition, % at 6 µM; 290,000 tested, 0.14% active; AID 1706; in the data active = inhibition above about 12%
PriA SSB inh: inhibitors of Klebsiella pneumoniae PriA binding to SSB C-terminal tail. 430,000 tested, 0.6% active. inhibition, % at 33 µM. AlphaScreen SSBct-PriA binding, biotinylated peptide; in the data active = inhibition mostly above about 37%, no sharp cut-off; inactive = mostly below about 20%;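 note: plate controls were negative control peptide for no effect and reference peptide for full effect; strong numbers were not always called active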
* marks the source's active call; other numbers are inactive results; i = inactive; . = no result given; & = joins results of further samples.

SMILES | Vc quorum ag | PrPC TRFRET | Yp Topo-I inh | Rv3671c protease | TcdB GH inh | VHR inh abs | CCHFV vOTU inh | MazF activator | 3CLpro inhibitor | PriA SSB inh
Nc1ncnc(Nc2cc(C(F)(F)F)cc(C(F)(F)F)c2)n1 | i | 0.7 | 5.0 | -0.5 | 0.6 | 3.8 | -1.3 | 4.9 | 2.6 | -1.2
COc1cc(C(=O)N2CCN(C(=O)c3ccco3)CC2)cc(OC)c1OC | -0.1 | -2.9 | -6.9 | -3.0 | . | -3.8 | 2.6 | 2.9 | 5.3 | -14.0
O=C(NCc1cc(Cl)cc(Cl)c1)c1ccc2nc([C@H]3C[C@H](O)[C@@H](CO)O3)[nH]c2c1 | i | -4.3 | -8.5 | . | -3.7 | . | 5.9 | . | . | .
Cc1ccccc1/C=C/C12NC(=O)CN1c1ccccc1C2(C)C (stereo unspecified) | -0.5 | 1.6 | 5.9 | -1.3 | 1.5 | 25.3 | 5.4 | 3.3 | 1.7 | -0.8
CCC(C)n1c(SCC(=O)N(CC)c2c(N)n(Cc3ccccc3)c(=O)[nH]c2=O)nc2ccccc2c1=O (stereo unspecified) | i | -7.6 | 3.9 | . | 0.4 | . | 8.4 | -0.1 | . | -3.1
CC(C)(C)c1ccc(CC(=O)N2CCC2(C)C(=O)NS(=O)(=O)c2cccs2)cc1 (stereo unspecified) | 0.1 | 10.6 | 0.0 | . | -0.9 | . | -4.4 | . | . | .
COc1ccc([N+](=O)[O-])cc1NC(=O)C(C)c1ccccc1 (stereo unspecified) | -0.1 | -19.1 | -1.5 | -7.0 | . | -4.1 | -3.3 | 2.8 | -1.0 | 11.2
O=C(CN1C(=O)CSC1=O)N1CCc2ccccc2C1 | -1.6 | 3.7 | 1.3 | 0.8 | . | 16.9 | 7.5 | 7.0 | -4.4 | 0.1
Cc1cc(-c2nn(-c3ccccc3F)cc2CN2CCCC(CO)C2)c(C)s1 (stereo unspecified) | i | 5.1 | 1.7 | -3.4 | -1.5 | 12.9 | 1.0 | 4.0 | -0.5 | -1.1
CCOc1nc(C)ccc1-c1noc(-c2cccnc2)n1 | 10.8 | 5.1 | -2.9 | -3.3 | -0.6 | 8.1 | -8.6 | 5.9 | 1.3 | -15.5
CN(C)c1ccc(/C=N/N=C2/SC(CC(=O)O)C(=O)N2c2ccc(O)cc2)cc1 (stereo unspecified) | i | -4.4 | 2.1 | -2.3 | -0.8 | 33.4 | -23.4 | 10.0 | -0.4 | .
CC(=O)Nc1cccc(/C(C)=N/NC(=O)c2ccc3c(c2)OCO3)c1 | -0.4 | 3.7 | 7.3 | 6.8 | 0.4 | 10.6 | 1.8 | 6.2 | 5.1 | .

Part of the list above, reduced to PrPC TRFRET, Rv3671c protease and CCHFV vOTU inh:
mol,PrPC TRFRET,Rv3671c protease,CCHFV vOTU inh
CCOc1nc(C)ccc1-c1noc(-c2cccnc2)n1,5.1,-3.3,-8.6
CN(C)c1ccc(/C=N/N=C2/SC(CC(=O)O)C(=O)N2c2ccc(O)cc2)cc1 (stereo unspecified),-4.4,-2.3,-23.4

(continued)
SMILES | Vc quorum ag | PrPC TRFRET | Yp Topo-I inh | Rv3671c protease | TcdB GH inh | VHR inh abs | CCHFV vOTU inh | MazF activator | 3CLpro inhibitor | PriA SSB inh
O=[N+]([O-])c1cccnc1Nc1ccc(Cl)cc1 | -0.6 | -4.4 | -3.5 | . | -0.5 | . | 3.3 | 7.1 | . | .
O=C(Nc1ccc(S(=O)(=O)N2CCCCC2)cc1)c1cnccn1 | -0.6 | -6.3 | -3.7 | 3.9 | . | 25.3 | -5.4 | -3.9 | -0.7 | -6.3
CCCCOC(=O)c1ccc(NS(=O)(=O)c2cc(-c3nnnn3CC)ccc2OC)cc1 | i | 6.6 | 11.0 | 2.8 | . | 25.6 | 5.3 | 0.6 | 2.3 | -0.8
COc1ccc(NS(=O)(=O)c2cccc(C(=O)NCc3cccnc3)c2)cc1 | i | 5.0 | 5.1 | 14.3 | 5.1 | . | 0.7 | -4.2 | . | -7.7
Cc1ccc(Cc2nnc(SCC(=O)Nc3ccccc3Cl)[nH]c2=O)cc1 | 2.9 | 1.8 | 4.3 | 5.0 | 0.2 | . | -13.3 | 0.1 | . | -0.2
CCOC(=O)C1Nc2c(cc(C(F)(F)F)cc2[N+](=O)[O-])C2c3ccccc3CC12 (stereo unspecified) | i | 4.8 | -0.2 | -17.4 | . | . | -7.0 | 5.9 | . | 19.4
COCCNC(=S)N(CCCO)Cc1cc2cc3c(cc2[nH]c1=O)OCO3 | i | -1.8 | 0.9 | . | -0.4 | . | -0.5 | -9.6 | . | .
CC(C)(C)NC(=O)C1CC2CCCCC2CN1 (stereo unspecified) | 0.1 | -4.3 | -8.2 | 10.4 | 1.3 | -12.3 | -6.0 | 6.9 | -1.8 | -10.6
CCCCNc1cnn(-c2ccccc2)c(=O)c1Cl | -0.1 | -2.7 | 20.5 | -3.8 | 0.8 | 18.4 | -1.5 | 7.3 | -2.3 | -8.3
CCOC(=O)Cn1cc(/C=N/NC(=O)c2cc3ccccc3o2)c2ccccc21 | -0.6 | 4.8 | -0.2 | 9.8 | -3.8 | -15.7 | 20.8 | 14.9 | -2.0 | i
COc1ccc(NC(=S)NCCCN2CCCC2=O)c(OC)c1 | -3.6 | -2.3 | -1.5 | 1.5 | 0.5 | 60.9 | -0.4 | -14.3 | 2.4 | -1.3
O=C(/C=C/c1ccc[nH]1)c1ccc(F)cc1 | 0.8 | -0.5 | -3.5 | 6.1 | 0.4 | 6.0 | -12.5 | -7.2 | 5.0 | -5.5
COc1cccc(NC(=O)CSc2nc3scc(C)c3c(=O)[nH]2)c1 | i | 1.9 | 4.0 | 4.2 | 0.1 | -5.4 | -11.0 | 3.5 | -0.2 | -2.8
CCOC(=O)c1cccc(NC(=O)c2ccc(F)cc2F)c1 | -5.0 | 2.3 | 4.1 | -1.8 | . | . | 4.6 | 4.9 | . | -12.3
COc1ccc(N2CCN(CCN3C(=O)c4ccccc4C3=O)CC2)cc1 | -0.5 | 3.4 | -4.7 | -5.8 | 1.9 | -3.8 | 14.8 | 0.7 | -2.6 | -7.7
O=C(COc1ccc([N+](=O)[O-])cc1)NCCc1nc2ccccc2[nH]1 | i | -1.8 | -1.7 | 0.5 | 0.4 | 0.0 | -3.4 | 9.3 | 0.8 | -4.4
COc1cccc(CNC(=O)COC(=O)c2ccc(-c3ccc(O)cc3)cc2)c1 | i | 0.1 | -1.2 | . | 0.2 | . | 3.3 | 3.8 | . | .
COC(=O)c1coc(-c2ccc(OC)cc2)c1C(=O)OC | i | 8.4 | 0.1 | 2.9 | . | 11.9 | 1.0 | -1.1 | -4.1 | 6.2
Oc1cccc(/C=N/c2c(-c3ccco3)nc3ccccn23)c1 | 1.7 | -7.6 | -5.2 | -1.0 | . | -15.3 | -6.4 | 33.1 | 1.6 | .
CC1(C)C2CCC13CS(=O)(=O)N[C@@H]3C2 (stereo partly specified) | -1.4 | 1.4 | 6.8 | -6.7 | . | 4.0 | 1.2 | 2.5 | 2.6 | 1.4
CN1CCC(N(C)C(=S)NC(=O)C23CC4CC(CC(C4)C2)C3)CC1 | i | -2.3 | -4.5 | -7.1 | 0.0 | 12.1 | 0.0 | -1.5 | 0.2 | 8.3
CC(=O)c1cccc(NC(=O)c2noc3c2CCc2ccccc2-3)c1 | i | 4.2 | 16.1 | -7.2 | 0.0 | -0.6 | 0.9 | 12.8 | 3.6 | 1.1
O=C(NC1CCOC1)c1ccc(OC2CCN(CCc3ccccc3)CC2)cc1 (stereo unspecified) | -0.2 | 3.9 | 17.8 | 2.7 | 0.4 | 18.6 | 6.5 | 1.6 | -4.0 | -12.1
c1ccc(Cn2nnc3c(NCCN4CCOCC4)ncnc32)cc1 | -0.2 | 2.3 | 5.5 | -3.4 | -0.8 | 19.9 | -8.0 | 3.8 | 3.4 | -2.5

Pulled by structure from the entries so far, 7 records:
SMILES | Vc quorum ag | PrPC TRFRET | Yp Topo-I inh | Rv3671c protease | TcdB GH inh | VHR inh abs | CCHFV vOTU inh | MazF activator | 3CLpro inhibitor | PriA SSB inh
O=C(COc1ccc([N+](=O)[O-])cc1)NCCc1nc2ccccc2[nH]1 | i | -1.8 | -1.7 | 0.5 | 0.4 | 0.0 | -3.4 | 9.3 | 0.8 | -4.4
COc1cccc(CNC(=O)COC(=O)c2ccc(-c3ccc(O)cc3)cc2)c1 | i | 0.1 | -1.2 | . | 0.2 | . | 3.3 | 3.8 | . | .
CC(=O)c1cccc(NC(=O)c2noc3c2CCc2ccccc2-3)c1 | i | 4.2 | 16.1 | -7.2 | 0.0 | -0.6 | 0.9 | 12.8 | 3.6 | 1.1
CN1CCC(N(C)C(=S)NC(=O)C23CC4CC(CC(C4)C2)C3)CC1 | i | -2.3 | -4.5 | -7.1 | 0.0 | 12.1 | 0.0 | -1.5 | 0.2 | 8.3
CC1(C)C2CCC13CS(=O)(=O)N[C@@H]3C2 (stereo partly specified) | -1.4 | 1.4 | 6.8 | -6.7 | . | 4.0 | 1.2 | 2.5 | 2.6 | 1.4
COC(=O)c1coc(-c2ccc(OC)cc2)c1C(=O)OC | i | 8.4 | 0.1 | 2.9 | . | 11.9 | 1.0 | -1.1 | -4.1 | 6.2
COc1ccc(N2CCN(CCN3C(=O)c4ccccc4C3=O)CC2)cc1 | -0.5 | 3.4 | -4.7 | -5.8 | 1.9 | -3.8 | 14.8 | 0.7 | -2.6 | -7.7

Following part:
SMILES | Vc quorum ag | PrPC TRFRET | Yp Topo-I inh | Rv3671c protease | TcdB GH inh | VHR inh abs | CCHFV vOTU inh | MazF activator | 3CLpro inhibitor | PriA SSB inh
C=C(C)Cn1cnc2cc(C)c(C)cc21 | -0.2 | 2.5 | 0.4 | -2.4 | -0.4 | 1.1 | -6.4 | -1.2 | 2.9 | -20.0&-16.3
COc1ccc(CCNC(=O)c2ccccc2Cl)cc1OC | i | 4.0 | 3.7 | 8.7 | 0.3 | -3.8 | 10.8 | -1.5 | -2.6 | -1.5
CC(C)(C)NCC(O)COc1cccc2[nH]c(=O)[nH]c12 (stereo unspecified) | i | -3.4 | 0.4 | 2.1 | 0.9 | . | 0.5 | 6.8 | . | 2.1
O=C(O)CCCNC(=O)CCn1nnc2ccccc2c1=O | -4.2 | -0.3 | -3.8 | -8.8 | 1.0 | 13.6 | 5.5 | 7.0 | -1.5 | -12.0
O=C(CSc1nc2ccccc2c(=O)[nH]1)Nc1ccc(N2CCOCC2)c(Cl)c1 | -0.2 | 7.5 | 7.4 | -16.5 | 1.3 | 33.1 | 3.5 | 5.1 | -2.4 | 0.3
CCC(=O)Nc1cccc(-n2nnnc2SCC(=O)N(C(C)C)C(C)C)c1 | -0.3 | 4.2 | 6.4 | -0.3 | -0.8 | 29.6 | 6.2 | 3.8 | -0.9 | 12.8
Cc1nc(SCc2ccc(F)cc2)n[nH]1 | i | -10.0 | 1.6 | -0.4 | 0.6 | 5.8 | -11.4 | 4.4 | 2.2 | -13.6
C/C(=N\NC(=O)CN1CCN(Cc2ccc(C)cc2)CC1)c1ccncc1 | i | -1.8 | -7.3 | -0.8 | . | 9.0 | 6.5 | -6.8 | 0.1 | .
COc1ccc(C2/C(=C(/O)c3ccc(S(=O)(=O)N4CCOCC4)cc3)C(=O)C(=O)N2CCN2CCOCC2)cc1 (stereo unspecified) | -2.1 | 0.2 | -6.6 | -5.2 | -0.1 | 13.0 | 10.0 | 3.4 | -1.6 | .
CCCCc1n[nH]c2c1/C(=N/OCC)CC(C)(C)C2 | i | -5.7 | 22.6 | 1.7 | 3.8 | 9.0 | 4.7 | 3.9 | 5.0 | .
CC(NC(=O)c1ccc(C(F)(F)F)cc1)C(c1ccccc1)N1CCOCC1 (stereo unspecified) | i | -1.3 | -1.7 | -3.6 | 0.3 | 37.9 | 7.2 | 1.5 | 4.8 | -4.5
O=S1(=O)CC/C(=N/Nc2ccccn2)c2cc(F)ccc21 | -0.1 | 3.1 | 1.3 | 8.4 | 0.1 | -2.8 | -0.8 | 5.3 | 1.9 | .
O=S(=O)(c1cccc2cccnc12)N(CCO)CCO | -0.2 | 0.2 | -4.3 | -5.4 | -0.8 | 8.2 | -7.1 | 2.6 | 1.8 | -5.3

Screening results (PubChem BioAssay)

Only part of the results is shown (hit frequency here may not be typical).
